# Assay outcomes: PubChem, several laboratories
# AID2073: inhibitors of Mint1-CaV2.2 protein interaction, biochemical, HTRF (AID 2073); Voltage-dependent N-type calcium channel subunit alpha-1B (Homo sapiens); HTRF protein-protein interaction, Mint1-CaV2.2; higher % means a stronger effect; one-dose inhibition, % at 20 µM; IC50 in µM for titrated hits; 290,000 compounds, 0.19% hits; in the data active means inhibition mostly above about 51%, no sharp cut-off; inconclusive means no clear call, values can overlap the other calls; inactive means mostly below about 53%; further: some results filed as inactive read as strong as hits
# M1AAP inhibition: P. falciparum M1AAP inhibitors, biochemical, fluorogenic H-Leu-NHMec substrate, 1536-well (AID 1445); recombinant M1AAP, H-Leu-NHMec fluorogenic kinetic assay; higher % means a stronger effect; one-dose inhibition, % at 30 µM; IC50 in µM for titrated hits; 220,000 compounds, 0.42% hits;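 active means primary inhibition above the hit cutoff, then over 50% inhibition at one or more dose response concentrations, cut at about 23% in these data, passing the limit was not always enough; inconclusive means conflicting primary data, or primary hits not chosen for dose response; inactive means low primary inhibition, or under 50% at every dose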;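 further: plate controls were DMSO full reaction for no effect and no enzyme background for full effect; strong numbers were not always called active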
# Siah-1 displacement: Siah-1 peptide-binding antagonists, primary screen, biochemical, fluorescence polarization, rhodamine-plectin, uHTS (AID 1817); E3 ubiquitin-protein ligase SIAH1 (Homo sapiens); Siah-1 / rhodamine-plectin peptide fluorescence polarization; higher % means a stronger effect; displacement, % at 20 µM, or IC50 in µM where a hit was titrated; 290,000 compounds, 0.02% hits;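 active means displacement of at least 50% at 20 µM, with a fluorescence ratio check between 0.3 and a set limit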;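 further: plate controls were Siah plus tracer with DMSO for no effect and tracer alone without Siah for full effect; strong numbers were not always called active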
# PMI inhibitors: inhibitors of human PMI, primary screen, biochemical, fluorescence intensity, coupled assay (AID 1209). inhibition, % at 20 µM, or IC50 in µM where a hit was titrated. 190,000 compounds, 0.42% hits. Mannose-6-phosphate isomerase (Homo sapiens). purified PMI enzyme, coupled fluorescence intensity; higher % means a stronger effect;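 further: plate controls were DMSO vehicle for no effect and wells lacking substrate for full effect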
# Dynein cargo inh: inhibitors of GR-EGFP nuclear translocation, primary screen, dynein cargo transport inhibitor project, imaging, high-content, 3617.4 mouse cells | AID 1381, 2008 | test concentration mostly 20 µM; stimulated with dexamethasone, 1 µM; active compounds read low | z-score, hits read low | 220,000 compounds, 0.47% hits;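 active means plate z-score of nuclear minus cytoplasmic receptor signal below a set negative limit, without overly bright fluorescence or cell loss, cut at about -3.5 in these data, passing the limit was not always enough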;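 further: z-score of nuclear minus cytoplasmic ring GR-EGFP intensity difference per well; some compounds called inactive have numbers as strong as hits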
#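 Also added – dexamethasone, 1.0 µM final · Buffer or medium – tet-free, stripped-serum medium · Schedule – induction 48 h, compound 1 h, agonist 30 min · Detection – formaldehyde fixation, Hoechst nuclear stain, 10x automated fluorescence imaging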
# PMI inhibition: human PMI inhibitors, high substrate, primary screen, biochemical, fluorescence intensity, high mannose 6-phosphate (AID 1220) | Mannose-6-phosphate isomerase (Homo sapiens) | 190,000 compounds, 0.66% hits | recombinant PMI enzyme, coupled fluorescence intensity; higher % means a stronger effect | inhibition, % at 20 µM; hits with a dose series show IC50 in µM
# XIAP antagonists: XIAP antagonists, biochemical, IAP family, fluorescence polarization (AID 1018); E3 ubiquitin-protein ligase XIAP (Homo sapiens); XIAP BIR domain, fluorescence polarization peptide displacement; higher % means a stronger effect; displacement, % at 20 µM; hits with a dose series show IC50 in µM; 200,000 compounds, 0.007% hits; in the data active means displacement above about 50%; further: a part of the inactive calls stands beside numbers as strong as those of hits
# P. falciparum M17LAP: P. falciparum M17LAP inhibitors, primary screen, biochemical, fluorogenic H-Leu-NHMec substrate, 1536-well (AID 1619); recombinant M17LAP, H-Leu-NHMec fluorogenic kinetic assay; higher % means a stronger effect; inhibition, % at 30 µM; hits with a dose series show IC50 in µM; 220,000 compounds, 0.38% hits;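 active means compound inhibiting the enzyme by more than half at any dose during confirmatory dose-response retesting; inconclusive means strong single-dose inhibitors picked by rank but not retested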;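 further: plate controls were full reaction with DMSO carrier for no effect and no enzyme background for full effect; strong numbers were not always called active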
# LYP phosphatase: inhibitors of LYP phosphatase, biochemical, fluorescence intensity, uHTS (AID 1779) | inhibition, % at 11.5 µM; hits with a dose series show IC50 in µM | recombinant LYP phosphatase, fluorescence intensity; higher % means a stronger effect | 290,000 compounds, 0.054% hits | Tyrosine-protein phosphatase non-receptor type 22 (Homo sapiens);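 further: plate controls were vehicle with enzyme for no effect and no enzyme for full effect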
# Dynein cargo inh cytoplasmic EGFP: further read-out of Dynein cargo inh, marked with its call; z-score; measured here: cytoplasmic GR-EGFP intensity; active compounds read high
# Dynein cargo inh nuclear GR-EGFP: recorded beside Dynein cargo inh, whose call it bears; z-score; measured here: nuclear GR-EGFP intensity;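 lower value marks the stronger effect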
# Dynein cargo inh cell count: further read-out of Dynein cargo inh, marked with its call; z-score; measured here: cell count per field
# An asterisk follows results filed as active; ? = inconclusive; . = no result given. Unless noted, no stated cut-off is given here; in the data, active means inhibition above about 50%; inactive means the rest. This is a random part of the collection; about 2.1% have a hit in one of these screens.
Siah-1 displacement,Dynein cargo inh nuclear GR-EGFP,AID2073,PMI inhibition,Dynein cargo inh cytoplasmic EGFP,Dynein cargo inh,Dynein cargo inh cell count,XIAP antagonists,M1AAP inhibition,LYP phosphatase,PMI inhibitors,P. falciparum M17LAP,Compound
-2%,-0.17,-1%,.,-0.76,-0.44,0.13,.,2%,-6%,.,-9%,COC(=O)c1ccc(C23CC4(C2)[C@H](CN(Cc2ccc(C(F)(F)F)cc2)[C@@H]4c2ccccc2)C3c2ccc(C(F)(F)F)cc2)cc1 (stereo partly specified)
12%,-0.23,11%,.,-0.27,-0.42,1.2,.,5%,-8%,.,5%,CC1(C)CC(=O)C(CC2C(=O)CC(C)(C)CC2=O)C(=O)C1
3%,-0.51,-15%,16%,-0.17,-0.56,0.51,-4.7%,-1%,-3%,9%,5%,Cc1ccsc1-c1n[nH]c(=S)n1C1CCCCC1
-1%,-0.31,-35%,24%,-0.14,-1.1,0.16,-5.2%,9%,6%,53%*,-2%,Cc1ccc(C2CC(c3ccccc3)=NN2C(=S)Nc2ccccc2)o1 (stereo unspecified)
3%,0.42,10%,7%,-0.12,0.32,-0.55,-8.7%,-1%,-2%,12%,-14%,CCCCOc1ccccc1Cn1c(=O)oc2ccc(C)cc21
-4%,-0.09,24%,-3%,-0.16,-0.059,-0.29,-4.4%,14%,-6%,4%,-6%,CC(C)(C)Cc1nnc(NC(=O)CN2C(=O)c3ccccc3C2=O)s1
-5%,1,42%,-3%,-0.21,1,0.064,-2.8%,22%,-13%,-13%,2%,Cc1cccc(-n2cccc2)c1C#N
-8%,0.63,4%,4%,-0.087,-0.47,0.079,-1.5%,9%,0%,8%,8%,N#Cc1cccc(NC(=O)COC(=O)c2cccc(N3C(=O)c4ccccc4C3=O)c2)c1
4%,-0.21,28%,-3%,-0.24,-0.052,0.46,-12%,8%,-6%,-4%,7%,Cc1ccccc1NC(=S)N(C)Cc1cccs1
3%,-0.87,-4%,3%,-0.31,-1.2,1.2,-12%,1%,-4%,5%,-11%,Cn1c(=O)c2c(nc(SCc3nc(N)nc(N4CCCCC4)n3)n2C)n(C)c1=O
-13%,-0.22,5%,-50%,-0.023,-0.11,-0.73,-11%,3%,-8%,-12%,-6%,C=C(C)CSc1cc(C)c(C#N)c2nc3ccccc3n12
-3%,1.3,37%,-7%,0.31,1.8,-0.23,-3.0%,-4%,-4%,-4%,8%,CCCC(=O)Nc1ncnc2c1ncn2[C@@H]1O[C@@H]2COP(=O)(O)O[C@H]2[C@H]1OC(=O)CCC
-6%,0.21,1%,-1%,0.14,-0.3,-0.066,-6.0%,-2%,-10%,-3%,-5%,CCn1cnc2sc(C)c(C)c2c1=O
7%,0.45,-24%,.,-0.29,1,-0.45,.,9%,-8%,.,1%,CN(C)Cc1c(O)ccc2ccccc12
2%,-0.27,-1%,-5%,-0.33,-0.98,0.85,-6.7%,-13%,-9%,-17%,1%,CC(CN1C(C)CCCC1C)OC(=O)c1ccccc1Cl (stereo unspecified)
-7%,0.71,-8%,-4%,0.008,0.46,-1.8,-5.4%,1%,-8%,3%,-1%,CCCCN1C(=O)/C(=C2/Sc3ccccc3N2C)S/C1=N\c1ncn[nH]1
4%,-0.00054,-2%,0%,0.27,-0.49,-0.37,-5.6%,12%,-4%,4%,11%,CCCCN(CCCNC(=O)c1ccc2nc(N3CCOCC3)sc2c1)Cc1ccccc1
4%,1.6,21%,.,0.059,2.8,-2.4,.,5%,-1%,.,-1%,O=C(CC1C(=O)NCCN1Cc1c(F)cccc1Cl)NCCCn1cccn1 (stereo unspecified)
0%,0.25,3%,1%,-0.1,0.24,0.19,2.2%,-2%,-5%,0%,-6%,COc1ccc(N2C(=O)C3CCCN3C2c2ccc(C)cc2)cc1 (stereo unspecified)
12%,0.33,10%,.,-0.27,-0.49,-0.068,.,5%,-6%,.,-4%,COc1ccc(-n2c3c(c(=O)[nH]c2=O)C(NS(=O)(=O)c2ccc(Cl)cc2)(C(F)(F)F)C(=O)N3)cc1 (stereo unspecified)
2%,-0.18,1%,-8%,-0.26,0.075,0.46,-9.8%,4%,6%,-1%,-1%,CC1CCCC(C)N1/N=C/c1cc(Br)cc(Br)c1O (stereo unspecified)
2%,1,3%,-8%,-0.23,0.85,0.17,-7.1%,1%,-7%,-12%,11%,C=CCNC(=O)CCCc1ccccc1
110%,0.14,32%,0%,-0.2,0.83,0.046,15%,2%,4%,-5%,-10%,CN1/C(=C\C=C(C#N)C#N)C(C)(C)c2ccccc21
-4%,0.33,12%,19%,-0.24,0.31,1.1,-2.1%,2%,-8%,8%,-18%,CCCn1c(-c2cccs2)nc2ccccc21
-3%,-0.8,-4%,.,-0.22,-1.3,1.2,.,9%,-6%,.,11%,COc1ccc(C2C3=C(CCCC3=O)Nc3n[nH]c(C)c32)cc1OC (stereo unspecified)
-6%,0.46,18%,1%,-0.32,0.19,-0.67,-3.9%,8%,-4%,2%,9%,COc1ccc(CN2C(=O)NC(C)(c3ccc(C)cc3)C2=O)cc1F (stereo unspecified)
2%,0.5,6%,2%,-0.22,1.8,-0.47,-8.4%,-1%,-3%,3%,25%,O=C(c1ccccc1Cl)N1CCn2c1nc1ccccc12
-7%,-0.21,-6%,5%,-0.32,-0.44,0.35,-3.6%,-4%,-6%,6%,-4%,CCOC(=O)C1CCCN(C(=O)c2ccc(CNS(=O)(=O)c3ccc(C)cc3)cc2)C1 (stereo unspecified)
3%,0.87,2%,1%,0.24,0.81,-0.25,0.8%,8%,-9%,3%,2%,CCOc1ccc2nc(SCC(=O)Nc3ccc4c(c3)OCCO4)[nH]c2c1
-6%,-0.3,2%,6%,-0.13,-0.59,1.5,-2.1%,0%,-1%,15%,1%,CCSc1nnc(NC(=O)c2cc(C)oc2C)s1
3%,-0.14,4%,0%,-0.14,-0.85,0.44,-2.0%,4%,12%,-17%,28%,C=CCn1c(Cc2cccs2)nnc1SCC(=O)Nc1ccc(C(=O)OCC)cc1
-7%,0.4,1%,-6%,-0.12,0.7,0.14,-5.2%,4%,-13%,1%,8%,COc1cccc(C2C(C#N)=C(N)Oc3cc(C)[nH]c(=O)c32)c1OC (stereo unspecified)
0%,1.5,-12%,0%,0.075,0.93,-2.2,-7.7%,-4%,-4%,-5%,8%,COC(=O)c1ccccc1NC(=O)CSc1nc2cccnc2n1C
6%,0.41,-9%,3%,-0.2,0.42,1.1,-2.1%,6%,-3%,38%,11%,O=C(Cn1cc2c(n1)CCCC2)Nc1ccccc1Cl
-2%,-0.16,-2%,13%,-0.18,-0.45,0.91,-5.0%,16%,-3%,1%,10%,CCOc1ccc(Nc2ccc(N3C(=O)CCC3=O)cc2[N+](=O)[O-])cc1
-3%,0.084,9%,-6%,0.11,-0.44,0.29,-11%,10%,-3%,4%,-7%,Cc1cc(NC(=O)C2CCCCC2)n(-c2nc3ccccc3[nH]2)n1
5%,-0.79,3%,.,-0.83,-1,0.6,.,.,4%,.,.,Cc1ccc2[nH]c(=O)c3cc(C(=O)N(C)c4ccc(C)c(C)c4)sc3c2c1
3%,-0.3,7%,10%,0.27,-0.75,0.19,-4.4%,8%,6%,10%,11%,O=c1c(-c2ccc(Cl)cc2)[n+]([O-])c2ccccc2n1O
2%,.,?,-8%,.,.,.,-3.9%,.,-9%,-2%,.,Cc1cc(NC(=O)CSc2ncnc3sc4c(c23)CCC(C)C4)no1 (stereo unspecified)
20%,0.081,22%,-9%,-0.19,0.82,-0.44,-14%,-2%,8%,-16%,?,N#C/C(=C/c1ccc(-c2cc(C(=O)O)cc(C(=O)O)c2)o1)c1nc2ccccc2s1

# The final 2 compounds of the part above lead into the next.
Siah-1 displacement,Dynein cargo inh nuclear GR-EGFP,AID2073,PMI inhibition,Dynein cargo inh cytoplasmic EGFP,Dynein cargo inh,Dynein cargo inh cell count,XIAP antagonists,M1AAP inhibition,LYP phosphatase,PMI inhibitors,P. falciparum M17LAP,Compound
2%,.,?,-8%,.,.,.,-3.9%,.,-9%,-2%,.,Cc1cc(NC(=O)CSc2ncnc3sc4c(c23)CCC(C)C4)no1 (stereo unspecified)
20%,0.081,22%,-9%,-0.19,0.82,-0.44,-14%,-2%,8%,-16%,?,N#C/C(=C/c1ccc(-c2cc(C(=O)O)cc(C(=O)O)c2)o1)c1nc2ccccc2s1
-2%,-0.83,-5%,4%,0.84,-1.5,0.64,-1.9%,-5%,9%,-3%,-2%,CCNC(=O)n1nccc1C(C)Oc1ccc(Cl)cc1 (stereo unspecified)
4%,-0.25,-1%,3%,-0.28,-0.83,0.0061,-2.0%,7%,-6%,-3%,3%,CCCNC(=O)Cc1ccsc1
0%,-0.35,-2%,-10%,-0.33,-0.22,0.61,-6.2%,9%,-5%,1%,4%,FC(F)(F)c1ccccc1/C=N/N1CCN(Cc2ccccc2)CC1
-4%,-0.23,10%,3%,-0.31,-0.78,0.69,1.6%,12%,0%,2%,-3%,CC(C)n1c2ccccc2c2nnc(SCC(=O)OCN3C(=O)c4ccccc4C3=O)nc21
6%,0.62,-4%,11%,-0.24,0.24,0.3,-3.1%,1%,-4%,8%,10%,O=C(NP(=O)(N1CCOCC1)N1CCOCC1)C1=C(N2CCOCC2)/C(=C\c2ccccc2)CC1
-3%,-0.25,-11%,8%,-0.2,-0.65,1.4,-3.5%,7%,-13%,11%,15%,CCOC(=O)C1CCCN(CC(O)COc2ccc(OC)cc2C(C)(C)C)C1 (stereo unspecified)
5%,0.39,6%,-17%,-0.31,0.31,-0.44,-3.5%,0%,-10%,-24%,4%,CCCOC(=O)C(C)Sc1n[nH]c(=O)[nH]c1=O (stereo unspecified)
2%,-0.48,4%,16%,-0.24,1.2,0.039,-2.7%,10%,-4%,10%,-5%,Cc1ccc(/C(N)=N/OC(=O)/C=C/c2ccccc2)cc1
